Assay outcomes from PubChem.
GIRK2 activator – GIRK2 channel activators by thallium flux | activation (% efficacy), % for hits at 37.5 µM | HEK293 GIRK2/NPY4 cells, thallium flux fluorescence | 34,000 tested, under 10 active | P48051;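 active = primary screen hit, no activity in plain HEK293 cells, and in GIRK2-only cells above 5% efficacy rising with concentration; inactive = the rest, including fluorescent compounds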;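 note: efficacy is normalized control-subtracted fluorescence 15 s after thallium addition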
Target sequence (P48051 whole entry, looked up): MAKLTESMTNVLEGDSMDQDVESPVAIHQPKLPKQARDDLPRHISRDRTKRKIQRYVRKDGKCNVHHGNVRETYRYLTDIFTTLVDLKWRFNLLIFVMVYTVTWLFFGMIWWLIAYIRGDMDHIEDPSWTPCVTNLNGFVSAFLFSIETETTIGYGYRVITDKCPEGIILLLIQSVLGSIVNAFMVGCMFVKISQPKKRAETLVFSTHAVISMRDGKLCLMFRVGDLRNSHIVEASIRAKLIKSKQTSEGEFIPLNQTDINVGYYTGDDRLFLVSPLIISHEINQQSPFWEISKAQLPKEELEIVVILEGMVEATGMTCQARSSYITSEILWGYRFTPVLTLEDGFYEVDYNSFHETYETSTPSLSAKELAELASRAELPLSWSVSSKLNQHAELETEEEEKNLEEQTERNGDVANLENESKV
Calls only. Not all compounds are listed. The share of hits here may be higher or lower than overall.

For CC1CCCCC1NC(=O)Cc1cc(-c2cccs2)on1 (stereo not drawn) the results were GIRK2 activator inactive.
O=C(NCC1(O)CCCC1)c1ccc(Br)o1 was read as GIRK2 activator inactive.
For COc1ccc(-n2c(SCc3nc(-c4ccccc4)no3)nc3ccsc3c2=O)cc1 the results were GIRK2 activator inactive.
For O=C(c1cccs1)N(CCc1cccs1)Cc1cccnc1 the results were GIRK2 activator inactive.
For O=C(CCCS(=O)(=O)c1ccccc1)Nc1nccs1 the results were GIRK2 activator inactive.
Screening O=C(CSc1ncc(-c2cccc(Cl)c2)o1)Nc1ccc(F)cc1F returned GIRK2 activator inactive.
CSc1ccccc1NC(=O)CCN1C(=O)c2ccccc2S1(=O)=O was read as GIRK2 activator inactive.
Screening COC(=O)NCc1nc2ccccc2n1Cc1ccc2ccccc2c1 returned GIRK2 activator inactive.
O=C(CCn1cnc2c(cnn2-c2ccc(F)cc2)c1=O)NCCc1c[nH]c2ccccc12 was read as GIRK2 activator inactive.
Screening Cc1ccc(NC(=O)c2ccc(S(=O)(=O)C(C)C)cc2)c(C(=O)c2ccccc2)c1 returned GIRK2 activator inactive.
`CCCCCOC(=O)/C(C#N)=C/c1c[nH]c2ccccc12` gave GIRK2 activator inactive.
For CCCCN(C)C(=O)Cn1c(CNC(=O)c2ccco2)nc2ccccc21 the results were GIRK2 activator inactive.
`O=C(NCC1CCN(C(=O)c2ccccc2F)CC1)NC(c1ccccc1)c1ccccc1` gave GIRK2 activator inactive.
Screening COc1cc(C(C)=O)ccc1OCC(O)Cn1ccnc1 (stereo not drawn) returned GIRK2 activator inactive.
`CSc1nc2ccc(NC(=O)c3ccn(C)n3)cc2s1` gave GIRK2 activator inactive.
`COc1ccccc1CNC(=O)C(=O)Nc1ccc(C)c(N2CCCC2=O)c1` gave GIRK2 activator inactive.
`Cc1cc(C)n(-c2cc(N3CCCC(C(=O)NCCc4csc(-c5ccccc5)n4)C3)ncn2)n1` (stereo not drawn) gave GIRK2 activator inactive.
Screening O=C(CN1N=NC2C(=O)N(c3ccc(Br)cc3)C(=O)C21)Nc1ccccc1Cl (stereo not drawn) returned GIRK2 activator inactive.
For O=C(Cc1csc(Nc2cccc(Cl)c2)n1)NCC1CCCO1 (stereo not drawn) the results were GIRK2 activator inactive.
`Cc1cc(-c2nnc(NC(=O)CCCS(=O)(=O)c3ccc(Cl)cc3)o2)nn1C` gave GIRK2 activator inactive.
Screening CCSC1=NCCN1C(=O)C(C)(C)Oc1ccc(Cl)cc1 returned GIRK2 activator inactive.
`COc1cccc(S(=O)(=O)N2CCCN(CCn3nc(C)cc3C)CC2)c1` gave GIRK2 activator inactive.
For Cc1nccn1CC1CCN(C(=O)Nc2ccc3c(c2)OCO3)CC1 the results were GIRK2 activator inactive.
CCOc1ccc(-c2ccc(=O)n(CC(=O)NCc3ccc(C)cc3)n2)cc1 was read as GIRK2 activator inactive.
Screening Cc1ccc(C)c(NC(=O)Cc2csc(SCC(=O)c3cccs3)n2)c1 returned GIRK2 activator inactive.
`Cn1c(C(F)(F)F)nn(CCNC(=O)c2ccccc2Br)c1=O` gave GIRK2 activator inactive.
COc1ccccc1NC(=O)c1ccc(=O)n(Cc2ccc(C(F)(F)F)cc2)c1 was read as GIRK2 activator inactive.
Screening CCOC(=O)c1ccc(N/C=C(\C#N)C(=O)Nc2cccc(Cl)c2)cc1 returned GIRK2 activator inactive.
`CCSc1nc2c(c(=O)[nH]c(=O)n2C)n1CCCOc1ccccc1` gave GIRK2 activator inactive.
Screening COc1cc(NS(=O)(=O)c2ccc3c(c2)CCCC3)ccc1N1CCCCC1=O returned GIRK2 activator inactive.
Screening Cc1cc(-c2nnc(NC(=O)c3cccc(C(F)(F)F)c3)o2)nn1C returned GIRK2 activator inactive.
`CCn1nc(C)cc1C(=O)N(CCN1CCOCC1)c1nc2c(OC)ccc(Cl)c2s1` gave GIRK2 activator inactive.
`O=C(C1CC1)N1CCN(c2ccc(-c3ccc(Cl)cc3)nn2)CC1` gave GIRK2 activator inactive.
Screening COc1ccc(C2CCN(C(=O)c3cccc(F)c3)C2)cc1 (stereo not drawn) returned GIRK2 activator inactive.
COc1ccc(-c2nc3nc(-c4ccc(O)cc4)cc(C(=O)O)c3[nH]2)cc1 was read as GIRK2 activator inactive.
Screening O=C(NCC1CCN(C(=O)c2cc3ccccc3o2)CC1)c1ccc2nsnc2c1 returned GIRK2 activator inactive.
For O=C(NCc1ccc(F)cc1)C(=O)Nc1cccc(N2CCCC2=O)c1 the results were GIRK2 activator inactive.
Screening COCCn1c(=O)c2c(nc(-n3nc(C)cc3C)n2Cc2ccccc2F)n(C)c1=O returned GIRK2 activator inactive.
For O=C(NC(c1ccccc1)c1ccccc1)C1CCCN(C(=O)NC2CC2)C1 (stereo not drawn) the results were GIRK2 activator inactive.
`CCS(=O)(=O)c1cccc(C(=O)N(CCN2CCOCC2)c2nc3c(Cl)cccc3s2)c1` gave GIRK2 activator inactive.
COC(=O)c1ccc2c(=O)n(CCCN3CCN(c4cccc(C)c4)C(C)C3)c(=S)[nH]c2c1 (stereo not drawn) was read as GIRK2 activator inactive.
`O=C(NCC(c1ccco1)N1CCOCC1)c1ccc2nsnc2c1` (stereo not drawn) gave GIRK2 activator inactive.
O=C(c1ccc(F)cc1)N1CCN(c2ccc(Nc3cccnc3)nn2)CC1 was read as GIRK2 activator inactive.
COc1ccccc1-c1c(C)nn2c(NCCCn3ccnc3)cc(C)nc12 was read as GIRK2 activator inactive.
COc1cc(NC(=O)Cc2c(F)cccc2Cl)c2ncccc2c1 was read as GIRK2 activator inactive.
CCCCOc1ccc(C(=O)Nc2ccc(CC(=O)N3CCCC3)cc2)cc1 was read as GIRK2 activator inactive.
`COc1ccccc1NC(=O)N1CCC(CNS(=O)(=O)c2cccnc2)CC1` gave GIRK2 activator inactive.
`COc1ccc(NC(=O)CCc2csc(NC(=O)c3ccc(F)cc3)n2)cc1Cl` gave GIRK2 activator inactive.
For Cc1ccc(CNC(=O)C(=O)NCC(c2ccc(C)cc2)N2CCOCC2)cc1 (stereo not drawn) the results were GIRK2 activator inactive.
For Cc1cc(=O)n(CC(=O)Nc2ccncc2)cn1 the results were GIRK2 activator inactive.

Compounds from the list above that contain an NH in an aromatic ring (five):
O=C(CCn1cnc2c(cnn2-c2ccc(F)cc2)c1=O)NCCc1c[nH]c2ccccc12 was read as GIRK2 activator inactive.
`CCCCCOC(=O)/C(C#N)=C/c1c[nH]c2ccccc12` gave GIRK2 activator inactive.
`CCSc1nc2c(c(=O)[nH]c(=O)n2C)n1CCCOc1ccccc1` gave GIRK2 activator inactive.
COc1ccc(-c2nc3nc(-c4ccc(O)cc4)cc(C(=O)O)c3[nH]2)cc1 was read as GIRK2 activator inactive.
COC(=O)c1ccc2c(=O)n(CCCN3CCN(c4cccc(C)c4)C(C)C3)c(=S)[nH]c2c1 (stereo not drawn) was read as GIRK2 activator inactive.

Next results follow.
CC(O)(CNC(=O)/C=C/c1ccccc1)c1ccccc1 (stereo not drawn) was read as GIRK2 activator inactive.
COc1ccc(NC(=O)Cn2nc(C(=O)N3CCOCC3)cc2C)c(OC)c1 was read as GIRK2 activator inactive.
Screening CSc1cccc(NC(=O)Cc2csc(Nc3ccc(Cl)cn3)n2)c1 returned GIRK2 activator inactive.
Screening COc1ccc(-c2csc(NC(=O)c3cccc(S(=O)(=O)C(C)C)c3)n2)cc1 returned GIRK2 activator inactive.
`COc1ccc(CC(=O)N2CCC(Cn3cccn3)CC2)cc1OC` gave GIRK2 activator inactive.
Screening O=C(NCCOc1ccc(F)cc1)c1ccc([N+](=O)[O-])cc1 returned GIRK2 activator inactive.
`CC(C)C(=O)Nc1ccc(SCC(=O)Nc2ccc(Cl)c(Cl)c2)nn1` gave GIRK2 activator inactive.
`CCOc1ccc(NC(=O)Nc2c(C)nc3cc(C)ccn3c2=O)cc1` gave GIRK2 activator inactive.
O=S(=O)(NCCOc1ccc(-c2cccs2)nn1)c1ccccc1 was read as GIRK2 activator inactive.
Screening COc1ccc(-c2nc3sc(CCNC(=O)Nc4cccs4)c(C)n3n2)cc1 returned GIRK2 activator inactive.
For COc1ccc2c(CC(=O)N3CCc4ccccc4C3)cc(=O)oc2c1 the results were GIRK2 activator inactive.
CCCCCCn1c(=O)c2c(nc3n(C(C)C)c(C)c(C)n23)n(C)c1=O was read as GIRK2 activator inactive.
For CCOC(=O)N1CCN(C(=O)Cn2cnc(-c3cccs3)cc2=O)CC1 the results were GIRK2 activator inactive.
COc1ccc(S(=O)(=O)N2CCC(C(=O)Nc3nc(C)c(C(C)=O)s3)CC2)cc1 was read as GIRK2 activator inactive.
Screening O=C(CCCn1nc(-c2ccc(F)cc2)ccc1=O)Nc1ccc2cn[nH]c2c1 returned GIRK2 activator inactive.
For COc1ccccc1-c1ccc(N2CCN(C(=O)COc3ccccc3)CC2)nn1 the results were GIRK2 activator inactive.
Screening O=C(CCS(=O)(=O)c1ccc(F)cc1)Nc1ccc2scnc2c1 returned GIRK2 activator inactive.
`COc1ccc(NS(=O)(=O)c2cccc([N+](=O)[O-])c2)cc1N1CCCCC1=O` gave GIRK2 activator inactive.
For C/C=C\C(=O)Nc1cc(-c2ccco2)nn1CCO the results were GIRK2 activator inactive.
`Cc1ccc(S(=O)(=O)Nc2nc(CCC(=O)NCc3ccc(Cl)cc3)cs2)cc1` gave GIRK2 activator inactive.

Some of these compounds in order of molecular weight, descending:
Screening O=C(CCCn1nc(-c2ccc(F)cc2)ccc1=O)Nc1ccc2cn[nH]c2c1 returned GIRK2 activator inactive.
Screening O=C(CCS(=O)(=O)c1ccc(F)cc1)Nc1ccc2scnc2c1 returned GIRK2 activator inactive.
For COc1ccc2c(CC(=O)N3CCc4ccccc4C3)cc(=O)oc2c1 the results were GIRK2 activator inactive.

Following part
CCN(Cc1ccccc1)S(=O)(=O)c1cc2c3c(c1)CCN3C(=O)CC2 was read as GIRK2 activator inactive.
Cc1cc(C(=O)N2CCN(C)CC2)nn1CC(=O)NC(C)CCc1ccccc1 (stereo not drawn) was read as GIRK2 activator inactive.
For Cc1cc(C)n(-c2nc3c(c(=O)n(CCN4CCOCC4)c(=O)n3C)n2C(C)C)n1 the results were GIRK2 activator inactive.
COc1ccc(OC)c(Nc2cc(Cl)nc(N)n2)c1 was read as GIRK2 activator inactive.
For COCCNC(=O)c1cc(-c2ccccc2)nc2c1c(C)nn2C1CCS(=O)(=O)C1 (stereo not drawn) the results were GIRK2 activator inactive.
`O=C(NCc1ccc(Cl)cc1)NCc1cnn2ccccc12` gave GIRK2 activator inactive.
For Cc1ccc(N2CCn3c2nn(CC(=O)Nc2ccccc2C)c(=O)c3=O)cc1 the results were GIRK2 activator inactive.
O=c1[nH]nc(SCc2cc(=O)n3ccccc3n2)n2nc(-c3ccco3)cc12 was read as GIRK2 activator inactive.
O=C(c1cncc(Br)c1)N1CCC(c2nnc(-c3ccc(F)cc3)o2)CC1 was read as GIRK2 activator inactive.
Screening Cc1c(Cl)cccc1NCC(CC(=O)O)c1nc2ccccc2[nH]1 (stereo not drawn) returned GIRK2 activator inactive.
`c1ccc(CN(Cc2ccccc2)Cc2nnc(-c3ccccc3)o2)cc1` gave GIRK2 activator inactive.
COc1ccc(S(=O)(=O)CC(=O)Nc2nc(-c3ccccc3)cs2)cc1 was read as GIRK2 activator inactive.
`Cc1cc(N2CCOCC2)nc(SCCC#N)n1` gave GIRK2 activator inactive.
For CN(C)S(=O)(=O)c1ccc(C(=O)Nc2ccc(CC(=O)NCc3cccs3)cc2)cc1 the results were GIRK2 activator inactive.
For COc1cc(NC(=O)Nc2ccccc2)ccc1N1CCCCC1=O the results were GIRK2 activator inactive.
Cc1cc(C(=O)N(Cc2ccccc2)c2nc3c(F)cccc3s2)on1 was read as GIRK2 activator inactive.
`Cc1nnc(-c2ccc(OCC(=O)Nc3ccccc3C(F)(F)F)cc2)o1` gave GIRK2 activator inactive.
Screening Cc1cc(NC(=O)Cc2ccccc2)n(-c2nc(-c3ccccc3)cs2)n1 returned GIRK2 activator inactive.
Screening Cc1cc(C(=O)N2CCN(c3nccn3C)CC2)c(C)o1 returned GIRK2 activator inactive.
COc1ccc(-c2csc(NC(=O)c3cccc(S(=O)(=O)C(C)C)c3)n2)cc1OC was read as GIRK2 activator inactive.

The final 4 records of the part before open the next one.
`Cc1nnc(-c2ccc(OCC(=O)Nc3ccccc3C(F)(F)F)cc2)o1` gave GIRK2 activator inactive.
Screening Cc1cc(NC(=O)Cc2ccccc2)n(-c2nc(-c3ccccc3)cs2)n1 returned GIRK2 activator inactive.
Screening Cc1cc(C(=O)N2CCN(c3nccn3C)CC2)c(C)o1 returned GIRK2 activator inactive.
COc1ccc(-c2csc(NC(=O)c3cccc(S(=O)(=O)C(C)C)c3)n2)cc1OC was read as GIRK2 activator inactive.
`COc1ccc(-c2noc(Cn3c(=O)[nH]c4cc5c(cc4c3=O)OCO5)n2)cc1OC` gave GIRK2 activator inactive.
COc1cccc(OCC(O)CN2CCN(c3ccc(F)cc3)CC2)c1 (stereo not drawn) was read as GIRK2 activator inactive.
For CCOc1ccccc1N1CCN(C(=O)c2sc(-n3cccc3)nc2C)CC1 the results were GIRK2 activator inactive.
Screening O=S(=O)(NC1CCCC(O)C1)C1CC1 (stereo not drawn) returned GIRK2 activator inactive.
For COc1ccc(-c2cc(CC(=O)N3CCN(C(C)=O)CC3)no2)cc1 the results were GIRK2 activator inactive.
Screening Fc1ccc(CN2CC(c3nc(-c4cccc(C(F)(F)F)c4)no3)C2)cc1F returned GIRK2 activator inactive.
For Cc1nnc2ccc(OCCNS(=O)(=O)c3ccc(F)c(Cl)c3)nn12 the results were GIRK2 activator inactive.
CN1C(=O)CCc2cc(NC(=O)NCc3ccccc3)ccc21 was read as GIRK2 activator inactive.
Screening Cc1cc(C)c(C#N)c(=O)[nH]1 returned GIRK2 activator inactive.
COc1ccc(NC(=O)CCS(=O)(=O)c2ccccc2)cc1N1CCCCC1=O was read as GIRK2 activator inactive.
Screening O=C(NCC(O)(c1ccco1)C1CC1)c1ccccc1C(F)(F)F (stereo not drawn) returned GIRK2 activator inactive.
For O=C(Nc1cccc(-c2nc3cccnc3s2)c1)Nc1cccs1 the results were GIRK2 activator inactive.
